mIAP activ: activators of mouse IAP, primary screen, biochemical, luminescence, uHTS; muIAP, CDP-Star luminescence, 30 min; stronger effect = higher value; 1 = vehicle-only enzyme signal, 0 = enzyme-free wells; activation factor at 10 µM; 330,000 tested, 0.24% active; AID 2805, 2010;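 active means activation factor of at least 2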; further: the source names both 10 and 20 µM as test concentration; values of inactives mirror those of a sister screen read the other way
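System: Mouse IAP enzyme | Also added: CDP-Star substrate | Dosing: Compounds dispensed in DMSO | Schedule: 30 min enzyme-substrate-compound incubation at room temperature | Technique: Chemiluminescence readout | Control set: DMSO-only wells and no-enzyme negative control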
MPTP block: mitochondrial permeability transition pore inhibitors, primary screen, biochemical, isolated mouse mitochondria, absorbance; 360,000 tested, 1.4% active; inhibition, % at 10 µM; Ca2+ swelling absorbance, 30 min; AID 602449, 2012;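 active means inhibition of 50% or more, scaled per plate between neutral and stimulator controls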;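 further: 0% = DMSO wells given calcium and 100% = 1 mM EGTA wells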
hIAP inh: human IAP inhibitors, primary screen, biochemical, luminescence, uHTS; Intestinal-type alkaline phosphatase (Homo sapiens), P09923; purified IAP, CDP-Star luminescence, 30 min; inhibition, % at 10 µM; 330,000 tested, 0.12% active; AID 2544, 2010;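 active means inhibition reaching a set limit with compound at 10 µM in the primary screen, cut at about 35% in these data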;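 further: plate controls were DMSO wells with enzyme for no effect and no-enzyme buffer wells for full effect; values of inactives mirror those of a sister screen read the other way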
beta cell repl: inducers of MIN6 beta-cell proliferation, primary screen, ATP luminescence, uHTS; proliferation, % at 10 µM; 330,000 tested, 0.29% active; AID 2380, 2010; MIN6 cells proliferation, ATPlite luminescence, 48 h; cells starved in 0.2% serum; 100% = growth in 10% serum;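 active means compounds whose signal lies at least 3.5 SD above the mean of all wells on their plate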;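 further: 0% = DMSO-treated cells in low-serum medium and 100% = 10% serum control; some compounds called inactive have numbers as strong as hits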
APOBEC3G inh: APOBEC3G DNA deaminase inhibitors, primary screen, biochemical, fluorescence, single-stranded DNA substrate, uHTS | inhibition, % at 20 µM | recombinant A3G, ssDNA deamination FAM/TAMRA fluorescence | 330,000 tested, 0.28% active | DNA dC->dU-editing enzyme APOBEC-3G (Homo sapiens), Q9HC16 | AID 493012, 2011;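 active means inhibition of at least 40% at 20 µM, with no more than 30% in the related APOBEC3A deaminase screen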;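 further: plate controls were DMSO wells with A3G for no effect and wells lacking A3G enzyme for full effect; some compounds called inactive have numbers as strong as hits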
Target sequence (Q9HC16 whole entry, looked up): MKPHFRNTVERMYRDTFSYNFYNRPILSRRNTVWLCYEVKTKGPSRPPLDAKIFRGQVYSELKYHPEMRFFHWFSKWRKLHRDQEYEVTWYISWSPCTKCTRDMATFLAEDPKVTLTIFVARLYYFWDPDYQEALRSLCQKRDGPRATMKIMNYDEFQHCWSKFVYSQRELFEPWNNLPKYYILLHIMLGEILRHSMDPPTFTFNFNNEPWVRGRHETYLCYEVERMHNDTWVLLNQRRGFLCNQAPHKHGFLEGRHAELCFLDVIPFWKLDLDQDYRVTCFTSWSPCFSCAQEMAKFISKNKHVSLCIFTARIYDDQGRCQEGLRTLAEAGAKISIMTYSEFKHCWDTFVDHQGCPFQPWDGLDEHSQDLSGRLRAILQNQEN
ATG4B inhibitor: ATG4B protease inhibitors, primary screen, biochemical, fluorescence, uHTS | ATG4B cleavage of LC3-PLA2, NBD-HPC fluorescence, 1 h | Cysteine protease ATG4B (Homo sapiens), Q9Y4P1 | 340,000 tested, 0.51% active | inhibition, % at 8.33 µM; in the data active means inhibition above about 40%
Target sequence (Q9Y4P1 whole entry, looked up): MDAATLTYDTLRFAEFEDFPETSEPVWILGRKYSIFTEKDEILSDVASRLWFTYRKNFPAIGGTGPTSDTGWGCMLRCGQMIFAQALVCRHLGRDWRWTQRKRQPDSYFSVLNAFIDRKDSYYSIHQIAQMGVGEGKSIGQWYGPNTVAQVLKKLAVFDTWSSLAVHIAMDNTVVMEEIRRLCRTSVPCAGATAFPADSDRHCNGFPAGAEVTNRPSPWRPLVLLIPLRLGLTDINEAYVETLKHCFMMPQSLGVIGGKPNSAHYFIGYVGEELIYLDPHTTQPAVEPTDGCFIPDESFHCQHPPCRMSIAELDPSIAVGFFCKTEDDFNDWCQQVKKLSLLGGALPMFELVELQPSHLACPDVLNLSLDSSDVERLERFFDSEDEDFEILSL
APOBEC3A inh: APOBEC3A ssDNA deaminase inhibitors, primary screen, selectivity assay for APOBEC3G inhibitor project, biochemical, FAM/TAMRA oligo cleavage fluorescence. inhibition, % at 20 µM. 330,000 tested, 0.41% active. DNA dC->dU-editing enzyme APOBEC-3A (Homo sapiens), P31941. recombinant A3A, FAM/TAMRA ssDNA deamination fluorescence;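 active means at least 40% inhibition at 20 µM here, with at most 30% in a related deaminase screen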;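 further: plate controls were A3A with DMSO for no effect and wells lacking A3A enzyme for full effect; some results filed as inactive read as strong as hits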
Target sequence (P31941 whole entry, looked up): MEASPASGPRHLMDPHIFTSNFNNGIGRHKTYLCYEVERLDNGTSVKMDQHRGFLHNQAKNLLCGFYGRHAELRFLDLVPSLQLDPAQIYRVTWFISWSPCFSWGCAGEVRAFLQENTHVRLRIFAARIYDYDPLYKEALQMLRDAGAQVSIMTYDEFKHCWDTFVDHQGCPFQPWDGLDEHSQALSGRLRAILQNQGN
hIAP act: human IAP activators, primary screen, biochemical, luminescence, uHTS; Intestinal-type alkaline phosphatase (Homo sapiens), P09923; purified human IAP, CDP-Star luminescence, 30 min; stronger effect = higher value; 1 = vehicle-only enzyme, 0 = enzyme-free background; activation factor at 10 µM; 330,000 tested, 0.16% active;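 active means activation factor of the enzyme at least 2-fold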; further: the source names both 10 and 20 µM as test concentration; values of inactives mirror those of a sister screen read the other way
mIAP block: inhibitors of mouse IAP, primary screen, biochemical, luminescence, uHTS; 330,000 tested, 0.2% active; purified mouse IAP, CDP-Star luminescence, 30 min; inhibition, % at 10 µM; AID 2806, 2010; intestinal alkaline phosphatase [Mus musculus];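 active means inhibition of at least 40% at 10 µM in the primary screen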;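 further: plate controls were DMSO with enzyme for no effect and no enzyme wells for full effect; values of inactives mirror those of a sister screen read the other way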
An asterisk follows results filed as active; . = not tested or not shown. Rows were taken by chance. Share with any hit: about 3.3%.

SMILES	mIAP activ	MPTP block	hIAP inh	beta cell repl	APOBEC3G inh	ATG4B inhibitor	APOBEC3A inh	hIAP act	mIAP block
Cn1c(=O)c(Nc2ccc(Cl)cc2)c2c3c(cccc31)C(=O)c1ccccc1-2	0.8	.	25	-5	-19	-50	-6	0.75	20
CCN(CC(=O)Nc1ccc2c(c1)OCCO2)Cc1nc2cc(Cl)ccc2c(=O)[nH]1	1	0.0	-27	5	-4	-10	0	1.3	-2
COCCCC1CCN(C(=O)C2CCC(=O)N(CC3CCCCC3)C2)CC1 (stereo not drawn)	0.95	-0.3	-44	-1	-6	-1	-4	1.4	5
CCOC(=O)C(/C(C)=N/NC(=O)c1ccccc1[N+](=O)[O-])C(C)C (stereo not drawn)	1	-0.3	5	1	1	-10	1	0.95	0
COc1ccc(NC(=O)c2ccc3ncsc3c2)c2ccccc12	0.84	0.0	-7	1	-3	0	0	1.1	16
CCCn1c(-c2cccc([N+](=O)[O-])c2)nc2c1c(=O)[nH]c(=O)n2Cc1ccccc1	0.96	-1.2	7	0	-10	-4	2	0.93	4
CN1CCN(CC(=O)Nc2c(C(=O)c3ccccc3)oc3ccccc23)CC1	0.99	-0.3	-4	-4	5	-4	5	1	1
COC(=O)CSC1=C(C#N)C(c2ccc(C(C)C)cc2)CC(=O)N1 (stereo not drawn)	1.1	-0.2	2	0	-4	-6	-1	0.98	-6
COc1ccc(C(=O)NCC(=O)OCC(=O)Nc2cc([N+](=O)[O-])ccc2F)cc1	1	3.6	10	0	-6	-7	-2	0.91	-5
O=C(c1ccc(S(=O)(=O)N2CCOCC2)cc1)N1CCN(C2=NS(=O)(=O)c3ccccc32)CC1	0.97	-2.7	-9	-3	-7	-8	-7	1.1	3
O=C(Cc1ccccc1)NCC(=O)N/N=C/c1ccc(Cl)cc1	1.1	-0.6	6	0	-6	0	-4	0.94	-12
O=C(COC(=O)C1CC(=O)N(c2ccc3c(c2)OCCO3)C1)Nc1ccc2c(c1)CCC2 (stereo not drawn)	1.1	-0.4	-14	-1	6	-10	-1	1.1	-11
CCCCNC(=O)N1CCN(Cc2ccc(F)cc2)CC1	1	0.8	11	-3	0	-16	4	0.89	-2
O=C(CCc1nnc(CCCCc2ccccc2)o1)N1CCCCC1CCO (stereo not drawn)	1	1.6	-12	0	-1	11	2	1.1	0
Cc1cc(C)nc(Nc2nc(-c3ccccc3)cs2)n1	0.97	2.3	0	-5	-3	8	-3	1	3
CN(C(=O)Cc1ccccc1)n1cnnc1	0.89	-0.3	3	4	-4	-8	1	0.97	11
COc1cc2cc(CN(CCc3cccc(C)c3)C(=S)NCCCN(C)C)c(=O)[nH]c2cc1OC	1	-2.3	-11	-3	-3	-4	-3	1.1	-4
CCOCCCNCC(=O)Nc1ccccc1N1CCOCC1	1.1	-1.6	6	-2	-1	10	2	0.94	-12
CN1CCN(c2ccccc2NC(=O)c2ccc(F)cc2)CC1	1.1	-0.6	-14	1	-3	-1	6	1.1	-11
CC(C)(C)c1ccccc1NC(=O)c1ccco1	1	1.7	4	-1	-5	-4	0	0.96	-1
COc1ccc2oc(C(=O)CCC(=O)O)c(N)c2c1	1.1	-1.3	12	-1	-7	4	-6	0.88	-8
CC(=O)Nc1ccc(S(=O)(=O)Nc2ccccc2C(=O)N2CCOCC2)cc1	0.95	-1.8	2	-1	-10	4	-3	0.98	5
Oc1ccccc1C1CC(c2cccs2)=NC(c2ccc(Cl)cc2)N1 (stereo not drawn)	0.87	32	10	-6	-5	-6	-1	0.9	13
Cc1cc(C=O)c(C)n1-c1ccc(NC2CCCC2)c([N+](=O)[O-])c1	0.87	22	30	-5	-3	-4	1	0.7	13
COc1ccc(C)cc1NS(=O)(=O)c1cccc2nonc12	1.1	-0.2	5	-2	-5	8	-4	0.95	-5
CCC(C)c1ccc(S(=O)(=O)N2CCN(CC(O)COCC3CCCO3)CC2)cc1 (stereo not drawn)	0.98	-0.9	0	2	-9	-8	55*	0.99	2
Cc1cc(C)n2nc(SCC(=O)NCc3ccco3)nc2n1	0.95	-0.8	-2	0	-5	13	0	1	4
CCCCN(CCCC)CCCNC(=O)C1CC(c2cc(C(F)(F)F)cc(C(F)(F)F)c2)=NO1 (stereo not drawn)	1.1	2.4	-9	3	-7	-7	-3	1.1	-11
Cc1ccc(NS(=O)(=O)c2c(C(=O)N3CCOCC3)c(C)n(C)c2C)cc1C	0.94	-0.8	-15	3	-5	-2	-5	1.1	6
COC(=O)c1ccc(CSc2nc(C(F)F)cc(C)c2C#N)o1	0.95	4.2	-6	-3	-6	-1	13	1.1	5
CC(C)CCn1cnc2c([nH]c3cccc(Cl)c32)c1=O	0.97	2.1	-1	2	-7	-2	2	1	3
CC(C)C[C@H]1CN=C(Nc2ccccc2)N1CC(C)C	1	-0.1	-6	3	3	-1	2	1.1	-1
O=C(CSc1nccn1-c1ccccc1)NCc1ccc(F)cc1	0.93	0.1	1	-1	-7	1	-2	0.99	7
O=C(CN1C(=O)C(=O)c2ccccc21)NC1CCCCC1	1	-0.3	-5	-5	2	-2	3	1	-1
CSc1ccccc1C(=O)Nc1ccc2c(c1)OCCO2	0.97	1.6	25	-3	8	-6	6	0.75	3
CN1CCN(/N=C2/C(=O)Nc3ccc([N+](=O)[O-])cc32)CC1	1	0.0	12	1	-5	-10	2	0.88	0
Cn1cnnc1SCC(=O)NC1CC1	1	0.2	2	-2	-11	-2	-4	0.97	0
CCN(Cc1ccccc1)C(=O)c1ccc(C)c(S(=O)(=O)N2CCCCC2)c1	1	-1.0	-12	-4	3	-9	4	1.1	-2
CN(CC(=O)NCCc1ccc(S(N)(=O)=O)cc1)S(=O)(=O)/C=C/c1ccccc1	1	2.7	-11	-3	6	-4	3	1.1	-4
O=[N+]([O-])c1cccc(-c2cc(C(F)(F)F)n3nc(-c4ccccc4)cc3n2)c1	1	2.2	-2	-3	6	0	5	1	-3

Some of the entries so far, as a markdown table.
| Structure | mIAP activ | MPTP block | hIAP inh | beta cell repl | APOBEC3G inh | ATG4B inhibitor | APOBEC3A inh | hIAP act | mIAP block |
| --- | --- | --- | --- | --- | --- | --- | --- | --- | --- |
| Cn1c(=O)c(Nc2ccc(Cl)cc2)c2c3c(cccc31)C(=O)c1ccccc1-2 | 0.8 | . | 25 | -5 | -19 | -50 | -6 | 0.75 | 20 |
| CCN(CC(=O)Nc1ccc2c(c1)OCCO2)Cc1nc2cc(Cl)ccc2c(=O)[nH]1 | 1 | 0.0 | -27 | 5 | -4 | -10 | 0 | 1.3 | -2 |
| COCCCC1CCN(C(=O)C2CCC(=O)N(CC3CCCCC3)C2)CC1 (stereo not drawn) | 0.95 | -0.3 | -44 | -1 | -6 | -1 | -4 | 1.4 | 5 |
| CCOC(=O)C(/C(C)=N/NC(=O)c1ccccc1[N+](=O)[O-])C(C)C (stereo not drawn) | 1 | -0.3 | 5 | 1 | 1 | -10 | 1 | 0.95 | 0 |
| COc1ccc(NC(=O)c2ccc3ncsc3c2)c2ccccc12 | 0.84 | 0.0 | -7 | 1 | -3 | 0 | 0 | 1.1 | 16 |
| CCCn1c(-c2cccc([N+](=O)[O-])c2)nc2c1c(=O)[nH]c(=O)n2Cc1ccccc1 | 0.96 | -1.2 | 7 | 0 | -10 | -4 | 2 | 0.93 | 4 |
| CN1CCN(CC(=O)Nc2c(C(=O)c3ccccc3)oc3ccccc23)CC1 | 0.99 | -0.3 | -4 | -4 | 5 | -4 | 5 | 1 | 1 |
| COC(=O)CSC1=C(C#N)C(c2ccc(C(C)C)cc2)CC(=O)N1 (stereo not drawn) | 1.1 | -0.2 | 2 | 0 | -4 | -6 | -1 | 0.98 | -6 |
| COc1ccc(C(=O)NCC(=O)OCC(=O)Nc2cc([N+](=O)[O-])ccc2F)cc1 | 1 | 3.6 | 10 | 0 | -6 | -7 | -2 | 0.91 | -5 |

(more compounds)
SMILES	mIAP activ	MPTP block	hIAP inh	beta cell repl	APOBEC3G inh	ATG4B inhibitor	APOBEC3A inh	hIAP act	mIAP block
Nc1n[nH]c(N)c1N=Nc1ccc(Cl)cc1	0.84	0.5	10	0	-5	2	-3	0.9	16
O=C(NC1CCCCC1)[C@@H]1CSC2c3ccccc3C(=O)N21 (stereo partly drawn)	0.93	0.5	-16	3	-7	-2	-4	1.2	7
O=C(O)CSc1nccn1-c1cccc(Cl)c1	1	0.7	-7	-2	-8	13	-6	1.1	-4
Cn1nc(CC(=O)Nc2ncc(Br)s2)c2ccccc2c1=O	1.2	49	-5	2	1	1	2	1.1	-20
CCCN1C2CCCC1CC(NC(=O)c1ccccc1)C2 (stereo not drawn)	1.1	0.0	-9	-2	-2	-2	-3	1.1	-8
O=C(N/N=C\C1CC=CCC1)c1ccc(Br)o1 (stereo not drawn)	0.93	-1.6	4	6	-9	-4	-2	0.96	8
CN(/N=C/c1ccc(Cl)cc1)c1ncc(Cl)cc1C(F)(F)F	0.92	3.0	20	-1	-7	0	1	0.8	8
C[C@H](CO)N1C[C@H](C)[C@@H](CN(C)Cc2ccccc2)Oc2c(NS(=O)(=O)c3cn(C)cn3)cccc2C1=O	1.2	-0.1	-19	-1	-7	-4	-6	1.2	-16
COc1ccc(Cn2cccc(NC(=O)Nc3ccc(C#N)cc3)c2=O)cc1	1	2.6	5	-4	3	4	0	0.95	-4
Cc1ccc(/C=C/c2nc3ccccc3[nH]2)o1	0.92	7.4	-2	-6	-3	-6	2	1	8
COc1ccc(S(=O)(=O)Nc2cccnc2)c(Cl)c1Cl	0.97	0.5	0	0	-8	2	0	1	3
CC1CC(C)CN(S(=O)(=O)N2CCC(C(=O)NCCc3ccccc3)CC2)C1 (stereo not drawn)	0.96	-0.5	-43	-3	-4	-4	-1	1.4	4
Cc1ccc(NC(=O)CS(=O)CC(=O)Nc2ccccc2-c2ccc(C)o2)cc1 (stereo not drawn)	0.88	0.3	2	0	-5	-4	-1	0.98	12
COc1cccc(NC(=S)N(CCCN2CCOCC2)Cc2cn(C)c3ccccc23)c1	0.97	-0.8	-5	-1	2	-10	-4	1	3
CCOCCCn1c(SCC(=O)Nc2ccc(NC(C)=O)cc2)nc2ccccc2c1=O	1.1	-0.3	-6	-1	-9	4	-6	1.1	-10
CC1C(=O)Nc2ccccc2N1C(=O)c1ccc(O)cc1 (stereo not drawn)	1	0.6	-14	0	-5	-9	-2	1.1	-4
Cc1ccccc1NC(=O)CNc1ccccc1N1CCCCC1	0.93	4.0	-6	-4	0	7	-4	1.1	7
CCOc1ccc(S(=O)(=O)n2ccc(C)n2)cc1	0.94	0.3	14	1	-9	-1	-5	0.85	6
